H9c2 protect: myocardial damage modulation in H9c2 cells | H9c2 cardiomyocytes, H2O2 injury protection, ATPLite, 2 h | protection from H2O2 cell death, % at 20 µM | hit rate 0.63% among 360,000 | AID 588492;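 active = compounds giving at least 50% protection of heart cells from peroxide-induced death in the single-dose screen, raw or plate-pattern-corrected value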;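 also: 0% = DMSO wells with peroxide and 100% = DMSO wells without peroxide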
ABHD5-PLIN5 inh: blocks binding of human ABHD5 to perilipin-5; inhibition, % at 4 µM; Split G. princeps luciferase complementation, luminescence, 4 h; hit rate 0.78% among 360,000;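 active = inhibition above the mean inhibition across every tested compound plus 3 SD, cut at about 22% in these data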;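 also: 0% = DMSO only wells and the 100% control is not disclosed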
Target sequence (Q00G26 whole entry, looked up): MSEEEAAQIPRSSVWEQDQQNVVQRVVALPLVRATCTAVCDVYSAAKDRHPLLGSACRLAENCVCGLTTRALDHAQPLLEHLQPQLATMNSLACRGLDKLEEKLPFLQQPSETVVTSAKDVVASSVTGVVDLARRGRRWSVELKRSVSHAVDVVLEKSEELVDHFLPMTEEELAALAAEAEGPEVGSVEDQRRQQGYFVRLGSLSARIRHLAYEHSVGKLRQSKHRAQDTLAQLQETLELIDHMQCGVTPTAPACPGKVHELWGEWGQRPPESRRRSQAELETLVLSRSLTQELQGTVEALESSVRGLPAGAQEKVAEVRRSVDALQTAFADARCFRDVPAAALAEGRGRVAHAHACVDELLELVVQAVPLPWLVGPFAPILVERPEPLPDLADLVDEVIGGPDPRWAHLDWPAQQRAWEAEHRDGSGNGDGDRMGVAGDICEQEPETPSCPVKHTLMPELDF
Target sequence (Q8WTS1 whole entry, looked up): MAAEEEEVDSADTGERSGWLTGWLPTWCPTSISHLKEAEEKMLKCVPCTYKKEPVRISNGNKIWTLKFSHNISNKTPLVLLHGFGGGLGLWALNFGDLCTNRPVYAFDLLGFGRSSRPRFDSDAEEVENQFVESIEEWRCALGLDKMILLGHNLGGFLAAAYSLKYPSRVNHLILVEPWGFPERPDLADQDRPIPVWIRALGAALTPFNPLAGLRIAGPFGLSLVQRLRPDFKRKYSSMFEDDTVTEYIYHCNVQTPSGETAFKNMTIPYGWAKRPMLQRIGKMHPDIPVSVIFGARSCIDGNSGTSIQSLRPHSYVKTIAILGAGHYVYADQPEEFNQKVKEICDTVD
Glyco luc inh: N-linked glycosylation inhibition; reporter increase, % at 12.5 µM; D54 ERlucT glycosylation luciferase reporter, 24 h; percent of 100 nM tunicamycin response; hit rate 0.23% among 360,000;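 active = mean luciferase reporter signal, scaled so untreated is 0 and the glycosylation-blocking control 100, at or above a set limit in every replicate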;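 also: luciferase carries N-glycosylation sites so blocking glycosylation raises the light; 0% = median of neutral control wells and 100% = median of 100 nM tunicamycin wells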
CaV13 ICDI inh: Primary screen for inhibitors of IQ motif and Ca2+-dependent inactivation inhibitor domain binding in CACNA1D, Förster resonance energy transfer in living cells, …. HEK cells, CFP/YFP FRET ICDI-IQ, plate reader, 10 min; percent FRET-ratio fall versus neutral wells. hit rate 0.098% among 340,000. inhibition, % at 12.3 µM. AID 743397;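 active = mean replicate inhibition of at least 30% and at least 1% of replicates passing that level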;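 also: 0% = median of the neutral control wells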
HTR2A ag: activates the mouse 5-HT2A serotonin receptor; CHO-K1 mHTR2A beta-arrestin complementation, luminescence; percent of 30 µM serotonin response; activation, % at 7.6 µM; hit rate 0.66% among 360,000; AID 624169;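 active = activation above a run cutoff, the mean activation of all tested compounds plus 3 SD, cut at about 14% in these data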;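 also: 0% = plate median of compound wells and 100% = 30 µM serotonin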
ABCB6 inh MLPCN: blocks the human ABCB6 transporter | Q9NP58 | K562-ABCB6 porphyrin accumulation, flow cytometry, 1 h; hits give low values | AID 602162 | hit rate 0.19% among 360,000 | fluorescence ratio to DMSO, % at 10 µM;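 active = fluorescence ratio to DMSO below 75%, the collection mean minus 3 SD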;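 also: signal is porphyrin accumulated inside mitochondria; 100% equals median channel fluorescence of DMSO control wells; lower ratio means ABCB6 inhibition with less porphyrin fluorescence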
PDI inh: blocks human protein disulfide isomerase activity | P07237 | PDI insulin aggregation turbidity, A650, 90 min | inhibition, % at 10 µM | hit rate 0.052% among 350,000 | AID 588391;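 active = mean inhibition across replicates of 30% or more, whatever share of single replicates reach that level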;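 also: absorbance from insulin aggregation driven by PDI reduction with DTT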
MC4R barr agon: human MC4R agonism via beta-arrestin. P32245. U2OS MC4R beta-arrestin complementation, luminescence; percent of melanotan II response, DMSO zero. activation, % at 8.9 µM. hit rate 0.98% among 360,000. AID 540308;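 active = activation above a per-plate cutoff, the mean activation of sample wells on that plate plus 3 SD, cut at about 8% in these data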
MC4R antag cAMP: human MC4R antagonism in cAMP assay. P32245. MC4R-expressing cells, MTII-stimulated cAMP, LANCE TR-FRET. inhibition, % at 6.5 µM. hit rate 0.48% among 360,000;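 active = inhibition above its plate's cutoff, the mean of tested wells on that plate plus 3 SD, cut at about 29% in these data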;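 also: 0% = Melanotan II alone and 100% = Melanotan II plus saturating MCL0020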
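Assay system: U2OS cells stably expressing human melanocortin 4 receptor (MC4R) / Dosing: 6.5 µM / Timing: compound 30 min, challenge 1 h, detection 1 h / Measured by: Eu-cAMP/anti-cAMP TR-FRET, emission 671 nm / Replicates: singlicate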
Exocytosis inh: blocks lytic granule exocytosis; inhibition, % at 10 µM; hit rate 0.66% among 360,000; TALL-104 LAMP-1 surface exposure, flow cytometry; cells stimulated with thapsigargin and PMA;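 active = inhibition above about 55%, limit read from the data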
The depositor's hits bear a star; / = no result given.

SMILES	H9c2 protect	ABHD5-PLIN5 inh	Glyco luc inh	CaV13 ICDI inh	HTR2A ag	ABCB6 inh MLPCN	PDI inh	MC4R barr agon	MC4R antag cAMP	Exocytosis inh
CCN1CCN(S(=O)(=O)c2ccc3c4c(cccc24)C(=O)N3CC)CC1	-8	-9	12	-7	1	107	-3	2.9	5	-5
CC(=O)Nc1ccc(C(=O)N/N=C/c2cccnc2)cc1	1	7	2	-4	-3	102	7	1.6	-10	9
Cc1cc(NC(=O)c2ccc3c(c2)C(=O)N(CCC(C)C)C3=O)no1	0	-5	2	/	1	77	-5	-1.5	6	-5
Cc1ccnc(NC(=O)c2ccc(Br)s2)c1	-14	-3	-11	-18	5	97	-5	-0.1	9	-4
O=C(Nc1ccc2nc3n(c(=O)c2c1)CCCC3)c1ccccc1F	4	1	-3	-19	1	98	-7	-0.7	5	-7
O=C(NC1CCCCCC1)C1CCCN(S(=O)(=O)c2cnc[nH]2)C1 (configuration not stated)	1	-4	1	0	24*	104	-3	0.9	-2	-3
CC1CCCN(CC(O)COC(c2ccccc2)c2ccccc2)C1 (configuration not stated)	-1	3	0	-4	-3	101	2	-0.8	2	2
Cc1ccnc(NS(=O)(=O)c2ccc(NC(=O)CC(C)c3ccccc3)cc2)n1 (configuration not stated)	1	-10	-4	-5	0	103	-5	0.2	2	7
Cc1c(C(=O)Nc2ccc(C(F)(F)F)cc2)sc2ncn(CC(=O)N3CCN(c4ccccn4)CC3)c(=O)c12	-6	0	-5	-14	-7	97	0	14*	-5	3
COc1ccc(NC(=O)CSc2nnc(CN3CCOCC3)n2-c2ccccc2)cc1Cl	7	1	1	-5	-4	98	1	-0.6	13	1
O=C(NC1CCN(C(=S)NCCc2ccccc2)CC1)C1CCCCC1	0	0	-3	5	0	101	-5	-2.8	5	0
O=C1C[C@@H]2C(=O)N(c3ccccc3)C(=O)[C@@H]2[C@@H]2CN(S(=O)(=O)c3ccccc3)[C@@H](c3ccccc3)[C@H]12	2	-6	3	-4	-2	102	/	/	/	-3
O=C(OCC(=O)N1CCc2ccccc21)c1ccc([N+](=O)[O-])cc1	-6	-8	0	-2	-2	98	-9	7.0	-5	-4
COc1cc2c(cc1OC)CN(C(=O)c1ccc(S(=O)(=O)N3CCCC3)cc1)CC2	10	-3	-2	-4	-4	91	2	-0.5	6	-4
N#Cc1ccsc1NC(=O)CN1CCN(S(=O)(=O)c2cc(Cl)ccc2Cl)CC1	8	3	1	-5	3	138	-1	0.6	14	-2
CCC(O)C1CCN(C(=O)c2cc(COc3ccc4ncccc4c3)on2)CC1 (configuration not stated)	-17	1	-8	-5	1	97	-2	-1.3	-1	-2
CNC(=O)C(Sc1nc(C)nc2c1oc1ccccc12)C(C)=O (configuration not stated)	1	-20	2	-6	0	108	-2	-0.9	0	2
Cc1ccc(C2N(c3nccs3)C(=O)C3CCCN32)cc1 (configuration not stated)	-2	-7	1	-4	-2	100	2	-0.5	12	-2
Cc1ccc(NC(=O)CSc2nccn2C)cc1F	5	11	1	/	-3	103	9	1.0	-1	0
CN(C)c1ccc(-c2noc(C3CCN(S(=O)(=O)c4ccc(C(=O)O)cc4)CC3)n2)cc1	3	-1	3	-3	-2	103	3	0.5	0	0
Cc1cccc(C)c1NC(=O)CSc1nnc(-c2ccccc2)n1Cc1ccc2c(c1)OCO2	6	-4	1	-6	1	92	3	-2.1	14	0
COc1ccc(Nc2ccc(OC)cc2)cc1	-7	-12	-1	14	11	111	-5	0.3	-8	10
O=C(Nc1cccc(F)c1)NC1CCCCC1	4	0	0	-3	1	102	4	-1.0	6	5
CN(C)CCCNc1c2ccccc2nc2ccccc12	-2	-4	-18	-1	2	96	4	0.1	-4	0
CNC(=S)N(Cc1ccc(Cl)cc1)Cc1cccs1	-6	1	-3	-4	-8	94	-2	-1.8	-5	33
N/C(=N\O)c1ccc([N+](=O)[O-])s1	5	-2	6	-5	3	97	9	-1.7	-3	1
O=c1[nH]c(C2CCN(S(=O)(=O)c3ccccc3)CC2)nc2c1nnn2Cc1ccc2c(c1)OCCO2	-5	3	-1	-15	-4	96	-3	2.0	1	-4
O=C(Nc1cccc(Br)c1)c1ccc2nc(N3C(=O)CCC3=O)sc2c1	6	4	1	-6	1	102	5	-0.2	21	17
c1csc(CNc2ccn3nc(-c4ccc(OCCN5CCOCC5)cc4)cc3n2)c1	22	10	0	-5	-11	106	-1	0.5	20	-24
CC(C)(C)c1csc(CS(=O)(=O)c2ccccn2)n1	-5	9	2	-5	-3	85	-6	-2.2	-7	-4
CCc1cc2c(SCC(=O)c3ccc(Cl)s3)ncnc2s1	-18	-5	-2	/	0	90	5	-1.4	0	1
O=C1NC(=O)C2(CCCc3c([N+](=O)[O-])cccc32)N1 (configuration not stated)	0	2	2	-5	-5	105	5	-0.5	5	-6
CC(C)C[C@H](NC(=O)OC(C)(C)C)C(=O)N/N=C/c1ccc2nccnc2c1	0	5	4	-8	0	97	12	-1.1	5	-1
CN(Cc1cccnc1)C(=O)c1cc(COc2ccc3ncccc3c2)on1	-15	-1	-4	6	11	97	0	-0.2	6	-2
CN1CCN(CC#CCC(O)(c2ccccc2)C2CCCC2)CC1 (configuration not stated)	-1	0	-3	/	-2	100	19	1.0	-2	0
Cc1nn(C)c(C)c1S(=O)(=O)N(CC(=O)NCCCOC(C)C)c1ccc(C(C)C)cc1	1	-1	3	-9	-1	92	-4	-2.4	10	1
CCOC(=O)CSc1nnc(CNc2ccc(Cl)cc2)n1-c1ccccc1	-3	5	2	-8	3	93	-8	2.3	-2	3
CN(c1ccccc1)c1nc(N2CCCC2)nc(-n2ccnc2)n1	20	5	2	-4	-4	92	2	0.5	17	2
CCOC(=O)N/N=C\c1ccc(OC(=O)c2ccco2)cc1	5	-6	0	-5	-3	104	-5	-0.9	-10	-3
COc1ccc(CCC(=O)N2CCN(C(=O)c3ccccc3)CC2)cc1	-3	6	1	-14	3	97	0	-0.5	5	-3
Nc1cccc(N2C(=O)c3cccc4c(N)ccc(c34)C2=O)c1	16	4	2	-128	9	148	1	-1.2	-2	-10
Cc1nc(-c2cccc(NC(=O)c3cccc(S(=O)(=O)N4CCCC4)c3)c2)cs1	9	6	0	-14	-10	96	2	-0.9	16	-6
CCOC(=O)C1(C)CCCN(C(=O)c2ccc(C)c(F)c2)C1 (configuration not stated)	-5	-4	0	-7	5	100	-2	-0.1	4	0
CN(Cc1ccc2c(c1)OCCO2)C(=O)CN1C(=O)NC2(CCCCC2)C1=O	4	6	1	-3	4	98	-1	-2.3	3	4
Cc1ccc(C(=O)OC2OC(=O)C(Cl)=C2N2CCOCC2)cc1 (configuration not stated)	-10	7	4	-6	-1	96	1	3.2	7	-3
NNC(=O)c1oc2nc(-c3cccs3)cc(-c3ccco3)c2c1N	42	-14	51*	-8	-3	167	-33	-1.9	13	16
CCCCNC(=O)c1ccccc1NC(=O)CCSc1ccccc1	-6	7	-4	/	-3	103	-2	-1.3	-2	1
COc1ccc(N2CC(NS(=O)(=O)c3ccc4ccccc4c3)CC2=O)cc1 (configuration not stated)	-8	1	-2	-5	5	99	1	-1.4	8	6

Part of the list above in another layout:
Values run as follows: H9c2 protect | ABHD5-PLIN5 inh | Glyco luc inh | CaV13 ICDI inh | HTR2A ag | ABCB6 inh MLPCN | PDI inh | MC4R barr agon | MC4R antag cAMP | Exocytosis inh
CN1CCN(CC#CCC(O)(c2ccccc2)C2CCCC2)CC1 (configuration not stated)
    -1 | 0 | -3 | / | -2 | 100 | 19 | 1.0 | -2 | 0
Cc1nn(C)c(C)c1S(=O)(=O)N(CC(=O)NCCCOC(C)C)c1ccc(C(C)C)cc1
    1 | -1 | 3 | -9 | -1 | 92 | -4 | -2.4 | 10 | 1
CCOC(=O)CSc1nnc(CNc2ccc(Cl)cc2)n1-c1ccccc1
    -3 | 5 | 2 | -8 | 3 | 93 | -8 | 2.3 | -2 | 3
CN(c1ccccc1)c1nc(N2CCCC2)nc(-n2ccnc2)n1
    20 | 5 | 2 | -4 | -4 | 92 | 2 | 0.5 | 17 | 2
CCOC(=O)N/N=C\c1ccc(OC(=O)c2ccco2)cc1
    5 | -6 | 0 | -5 | -3 | 104 | -5 | -0.9 | -10 | -3
COc1ccc(CCC(=O)N2CCN(C(=O)c3ccccc3)CC2)cc1
    -3 | 6 | 1 | -14 | 3 | 97 | 0 | -0.5 | 5 | -3
Nc1cccc(N2C(=O)c3cccc4c(N)ccc(c34)C2=O)c1
    16 | 4 | 2 | -128 | 9 | 148 | 1 | -1.2 | -2 | -10
Cc1nc(-c2cccc(NC(=O)c3cccc(S(=O)(=O)N4CCCC4)c3)c2)cs1
    9 | 6 | 0 | -14 | -10 | 96 | 2 | -0.9 | 16 | -6
CCOC(=O)C1(C)CCCN(C(=O)c2ccc(C)c(F)c2)C1 (configuration not stated)
    -5 | -4 | 0 | -7 | 5 | 100 | -2 | -0.1 | 4 | 0
CN(Cc1ccc2c(c1)OCCO2)C(=O)CN1C(=O)NC2(CCCCC2)C1=O
    4 | 6 | 1 | -3 | 4 | 98 | -1 | -2.3 | 3 | 4
Cc1ccc(C(=O)OC2OC(=O)C(Cl)=C2N2CCOCC2)cc1 (configuration not stated)
    -10 | 7 | 4 | -6 | -1 | 96 | 1 | 3.2 | 7 | -3

Remaining list, next part:
SMILES	H9c2 protect	ABHD5-PLIN5 inh	Glyco luc inh	CaV13 ICDI inh	HTR2A ag	ABCB6 inh MLPCN	PDI inh	MC4R barr agon	MC4R antag cAMP	Exocytosis inh
CCN(CC)S(=O)(=O)c1ccc(N2CCOCC2)c(NC(=O)CCC2CCCCC2)c1	-2	-5	-3	-6	1	89	6	0.0	0	-4
CN(Cc1ccccc1)C(=O)COC(=O)c1ccc(Cl)c(N)c1	5	7	0	-5	3	100	-2	4.2	6	-2
COc1ccccc1OCC(=O)Nc1ccccc1C(=O)N1CCCCC1	2	10	-3	-9	5	96	-7	-0.3	2	21
NC(=O)CSc1nc2cccnc2n1-c1ccc(F)cc1	1	4	-4	-3	0	96	-1	-2.5	4	8
CCOC(=O)c1sc(NC(=O)c2ccc(S(=O)(=O)N(C)C)cc2)cc1C	0	2	4	-5	-3	98	0	0.9	10	8
CCC(=O)N1CCC1(C)C(=O)Nc1cccc(OC)c1 (configuration not stated)	-2	3	3	-4	7	100	8	-0.2	13	-1
CCNC(=S)N/N=C/c1ccc(C(=O)O)cc1	7	-4	1	-2	-1	109	-8	-1.1	0	6
COc1ccc(OC)c(C(c2nnnn2CCC(C)C)N2CCN(C(=O)c3ccco3)CC2)c1 (configuration not stated)	2	3	3	-2	-1	86	3	0.1	1	-1
NC(=O)c1c(NC(=O)CCCn2cnc([N+](=O)[O-])n2)sc2c1CCCC2	-2	-4	4	-2	1	100	6	-0.6	3	-5

Screening results deposited in PubChem by several laboratories.
